Epigenetic derep: Quantitative High-Throughput Screen for Regulators of Epigenetic Control; murine LDR cells, GFP reporter derepression, 30 h; Potency, µM (highest dose often 53.9 µM), for the others: at the highest dose GFP activation, most hits filed as activators; hit rate 0.2% among 280,000; note: % of control where 0% means no effect; nearly all actives have a fitted effect of over 60% in size
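GFP-positive cell count by laser-scanning cytometry (objects 20–120 um) after 30 h, 37 C compound exposure of murine LDR cells; reporter is CMV-GFP integrated at a silenced locus, inducible by HDAC or DNMT inhibitors.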
GoLoco inh red: qHTS Assay for Inhibitors of RGS12 GoLoco Motif Activity (Red Fluorophore) | Guanine nucleotide-binding protein G(i) subunit alpha-1 (Homo sapiens), P63096 | Gai1:RGS12 GoLoco peptide FP, rhodamine, 10 min | Potency, µM (highest dose often 61.6 µM), inactives show at the highest dose activity, negative = inhibition, most hits filed as inhibitors | hit rate 0.44% among 230,000 | AID 880, 2007; active = well fitted inhibition curve with a large enough effect, not every such curve was filed as active; inactive = no such curve, though single readings can be large or run the other way; note: % is set by controls: 0 for no effect and ±100 for the full control effect; nearly all actives have a fitted effect of over 30% in size; many of its hits are not listed in these tables
Target sequence (P63096 whole entry, looked up): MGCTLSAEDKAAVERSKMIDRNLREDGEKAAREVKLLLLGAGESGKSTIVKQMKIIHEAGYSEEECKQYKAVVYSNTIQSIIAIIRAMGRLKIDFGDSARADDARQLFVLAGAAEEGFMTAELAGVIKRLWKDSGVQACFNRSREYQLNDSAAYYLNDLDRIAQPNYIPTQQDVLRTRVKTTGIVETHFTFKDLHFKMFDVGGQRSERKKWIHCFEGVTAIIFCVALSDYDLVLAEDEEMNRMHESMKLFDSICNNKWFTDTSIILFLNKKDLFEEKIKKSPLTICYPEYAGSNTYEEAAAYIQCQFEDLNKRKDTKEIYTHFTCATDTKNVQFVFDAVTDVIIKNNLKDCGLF
IMPase Li cell: qHTS Assay for Identifying the Cell-Membrane Permeable IMPase Inhibitors: Potentiation with Lithium; CHO-M1 cells, IP1 TR-FRET (IP-One), carbachol + lithium; Potency, µM (highest dose often 59.4 µM), for inactives: top-dose activity, negative = IMPase inhibition, actives largely listed as inhibitors; hit rate 0.35% among 210,000; AID 1457, 2008;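 note: IP1 builds up when IMPase is blocked and the TR-FRET signal falls; plate controls were basal vehicle for no effect and high inhibitor control for full effect; nearly all actives have a fitted effect of over 50% in size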
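CHO cells stably expressing M1 receptor (2000/well, cultured 16–30 h) treated 30 min at 37C with compound plus low lithium. Cytosolic IP1 by TR-FRET (665/620 ratio and 620 channel) after 10 min lysis; AC50 by Hill fit.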
SMN2 splice up: qHTS Assay for Enhancers of SMN2 Splice Variant Expression; hit rate 2.8% among 210,000; HEK293 SMN2-luciferase splicing reporter, luminescence, 30-36 h; Potency, µM (top dose mostly 46.1 µM), without a hit: top-dose activity change, positive = activation, hits mostly activators; note: % of control where 0% means no effect; nearly all actives have a fitted effect of over 55% in size
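HEK293 cells carry an SMN2 […]–luciferase reporter in which exon 7 inclusion puts luciferase in frame. Cells were plated 10-12 h before compound addition, then incubated 30-36 h at 37C. ONE-Glo luminescence was read; sodium butyrate at 4.5 mM final served as control.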
NPSR antag: qHTS Assay for Antagonists of the Neuropeptide S Receptor: cAMP Signal Transduction; CHO-NPSR cells, cAMP TR-FRET, antagonist mode; Q6W5P4; AID 1461, 2008; Potency, µM (highest dose often 38.3 µM), for inactives: top-dose activity change, negative = inhibition, hits mostly inhibitors; hit rate 1% among 220,000; note: % is set by controls: 0 for no effect and ±100 for the full control effect; nearly all actives have a fitted effect of over 50% in size; many of its hits are not listed in these tables
RECQ1 inh: qHTS Assay for Inhibitors of RecQ-Like Dna Helicase 1 (RECQ1); AID 2549, 2010; Potency, µM (top dose mostly 57.3 µM), without a hit: at the top dose activity, negative = inhibition, most hits filed as inhibitors; RECQ1 DNA unwinding, red fluorescence kinetic read; ATP-dependent DNA helicase Q1 (Homo sapiens), P46063; hit rate 0.54% among 240,000;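 note: plate controls were vehicle for no effect and no enzyme for full effect; nearly all actives have a fitted effect of over 30% in size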
Target sequence (P46063 whole entry, looked up): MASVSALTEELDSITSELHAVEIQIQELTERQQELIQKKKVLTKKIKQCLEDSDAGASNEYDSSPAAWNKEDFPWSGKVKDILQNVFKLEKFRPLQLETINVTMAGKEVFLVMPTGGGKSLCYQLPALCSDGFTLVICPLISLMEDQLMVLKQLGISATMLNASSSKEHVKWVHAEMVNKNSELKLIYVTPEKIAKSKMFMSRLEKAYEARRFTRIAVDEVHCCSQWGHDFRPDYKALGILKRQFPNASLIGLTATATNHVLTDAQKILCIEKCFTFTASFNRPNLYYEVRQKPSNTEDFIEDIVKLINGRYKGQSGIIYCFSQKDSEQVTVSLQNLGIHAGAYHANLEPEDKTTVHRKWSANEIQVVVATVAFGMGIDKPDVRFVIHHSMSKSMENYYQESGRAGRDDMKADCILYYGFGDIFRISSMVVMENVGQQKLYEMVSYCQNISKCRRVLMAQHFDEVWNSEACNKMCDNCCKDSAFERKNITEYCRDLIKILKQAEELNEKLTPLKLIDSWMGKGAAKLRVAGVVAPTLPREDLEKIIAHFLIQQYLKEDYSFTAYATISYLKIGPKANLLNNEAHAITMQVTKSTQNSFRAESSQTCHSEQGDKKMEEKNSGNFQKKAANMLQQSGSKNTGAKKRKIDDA
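RECQ1T1 50 nM; forked duplex (20 bp + 30-nt ss tails) 200 nM, ATP 2 mM final; pH 8.0, 2 mM MgCl2, 2.5 ug/ml poly(dI-dC); 15 min compound preincubation; discontinuous kinetic read over 2 h at RT.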
JMJD2E inh: qHTS Assay for Inhibitors of Human Jumonji Domain Containing 2E (JMJD2E) | JMJD2E catalytic domain, FDH-coupled NADH fluorescence (FDH is formaldehyde dehydrogenase) | AID 2147, 2009 | Lysine-specific demethylase 4E (Homo sapiens), B2RXH2 | Potency, µM (doses to about 57.1 µM), inactives show top-dose activity change, negative = inhibition, most hits filed as inhibitors | hit rate 1.6% among 230,000; active = well fitted inhibition curve with a large enough effect, not every such curve was filed as active; inconclusive = small, poorly fitted or top-dose-only effect, or another doubt; inactive = no such curve, though single readings can be large or run the other way;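 note: 0% = wells with enzyme and -100% = buffer wells without enzyme; nearly all actives have a fitted effect of over 50% in size; many of its hits are not listed in these tables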
Luc counter: Counterscreen for Luciferase (Kinase-Glo TM) Inhibition; Kinase-Glo luciferase, ATP luminescence, 8 min; Luciferin 4-monooxygenase (Photuris pensylvanica), Q27757; hit rate 0.28% among 200,000; Potency, µM (doses to about 38.3 µM), for the others: at the highest dose activity change, negative = inhibition, most hits filed as inhibitors; note: % is set by controls: 0 for no effect and ±100 for the full control effect; nearly all actives have a fitted effect of over 60% in size
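Recombinant Kinase-Glo luciferase, 10 uM ATP (linear range), luciferin; imidazole pH 7.2 / KCl / MgCl2 / Tween / BSA buffer; 8 min RT; luminescence.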
Starred values were filed as active, the others as inactive; i = inactive; ? = inconclusive; . = not tested or not shown; & = joins results of further samples; [ ] = remark or other dose. Unless noted, calls come from the whole dose curve; as a rule, active = well fitted curve in the direction sought with a large enough effect; inconclusive = small, poorly fitted or top-dose-only effect, or another doubt; inactive = no such curve, though single readings can be large; an effect the other way counts as inactive or inconclusive. Potency is the fitted concentration of half-maximal effect. Some of the compounds tested. The share of hits here may be higher or lower than overall.

Letter code – A = Epigenetic derep; B = GoLoco inh red; C = IMPase Li cell; D = SMN2 splice up; E = NPSR antag; F = RECQ1 inh; G = JMJD2E inh; H = Luc counter
> Cc1nn(C)c(=O)c(N)c1-c1cc(-c2ccc(Cl)c(Cl)c2)n[nH]1
  A: 6.0%; B: -10%; C: .; D: .; E: -16%; F: 0%; G: 2%; H: .
> CCn1c(SCC(=O)Nc2ccc(OC)cc2)nc2nc3c(cc2c1=O)CCCC3
  A: 1.7%; B: -6%; C: .; D: .; E: -35%; F: -4%; G: -6%; H: .
> COc1ncc2nc(-c3cc(F)cc(F)c3)c(=O)n(C3CC3)c2n1
  A: .; B: 14%; C: ?; D: 0%; E: .; F: -5%; G: .; H: -3%
> O=C1CCCN1c1ccc(S(=O)(=O)Nc2ccc3c(c2)OCCO3)cc1
  A: -1.1%; B: 1%; C: 10%[38.3 µM]; D: -48%[inhibitor]; E: 8%[46.1 µM]; F: -12%; G: -5%; H: 0%
> Cn1ncc(Cl)c1C(=O)N/N=C/c1cc2c(cc1[N+](=O)[O-])OCO2
  A: -1.0%; B: 3%; C: 21%; D: .; E: 9%; F: 1%; G: 5%; H: 0%
> CCC1CSC(Nc2ccc(C(=O)/C=C/c3cccc(C)c3)cc2)=N1 (stereo unspecified)
  A: 0.0%; B: 11%; C: 19%; D: -59%[inhibitor]; E: -29%; F: 5%; G: 0%; H: 3%
> O=C(NCC1(c2ccccc2)CCOCC1)c1ccc(Br)o1
  A: 12%; B: 1%; C: -13%[38.3 µM]; D: -11%; E: -23%[46.1 µM]; F: -5%; G: -1%; H: 9%
> CC(C)N(Cc1nccn1C)C(=O)c1cc(COc2ccc3ncccc3c2)on1
  A: 2.2%; B: -3%; C: 13%; D: .; E: -11%; F: 0%; G: -18%; H: 1%
> CC(=O)Nc1ccc(S(=O)(=O)NCC(=O)OCC(=O)NC(=O)C2CCCCC2)cc1
  A: 5.7%; B: 12%; C: -2%; D: -6%; E: 14%; F: 0%; G: 6%; H: 2%
> CCC(C)N=Cc1c(NCc2ccco2)nc2c(C)cccn2c1=O (stereo unspecified)
  A: 0.9%; B: -13%; C: -20%[38.3 µM]; D: 14%; E: ?; F: -4%; G: 4%; H: -1%
> Cc1ccc(S(=O)(=O)NC(C(=O)O)c2ccccc2)cc1 (stereo unspecified)
  A: 0.0%; B: -9%; C: -1%; D: .; E: -9%; F: i; G: ?; H: 3%
> Cc1ccc(NC(=O)CC2C(=O)N(Cc3ccccc3)C(=S)N2NC(=O)c2cccc(F)c2)c(C)c1 (stereo unspecified)
  A: 1.1%; B: 1%; C: 9%; D: 29%; E: ?; F: -5%; G: 3%; H: 2%
> O=C(COC(=O)c1ccco1)NCc1ccco1
  A: 0.8%; B: 5%; C: -13%[38.3 µM]; D: 5%; E: 8%[46.1 µM]; F: i; G: 3%; H: 1%
> CC(=O)NCCNc1ccc([N+](=O)[O-])cn1
  A: 0.0%; B: -1%; C: 0%; D: 13%; E: 12%; F: 0%; G: -3%; H: -1%
> Cc1ccc(C(=O)NC(=S)Nc2c(C)ccc3nsnc23)cc1
  A: 0.0%; B: -6%; C: 7%; D: -23%; E: -19%; F: -3%; G: -20%; H: 0%
> Cc1c2c(nc3nc4ccccc4n13)CC(C)(C)CC2=O
  A: -1.1%; B: 11%; C: 7%[38.3 µM]; D: 16%; E: -12%[46.1 µM]; F: 1%; G: -8%; H: -1%
> c1ccc(-c2cn3nc(-c4ccccc4)c(-c4ccccc4)nc3n2)cc1
  A: -1.1%; B: 6%; C: -2%[38.3 µM]; D: -12%; E: -17%[46.1 µM]; F: -11%; G: ?; H: -1%
> CCCN(Cc1cc2ccc(C)cc2[nH]c1=O)S(=O)(=O)c1ccccc1
  A: 3.1%; B: 2%; C: -12%[38.3 µM]; D: -10%; E: ?; F: -13%; G: ?; H: 2%
> COc1ccc2c(c1)nc(SCC(=O)c1ccc(Br)s1)n2C
  A: -1.3%; B: 17%; C: -13%[38.3 µM]; D: 0%; E: -16%[46.1 µM]; F: -3%; G: -5%; H: -8%
> Cc1c(C(=O)Nc2ccncc2)sc2nc(-c3ccc(F)cc3)cn12
  A: 2.6%; B: 2%; C: -101%[38.3 µM]; D: -36%[inhibitor]; E: ?; F: -2%; G: ?; H: -3%
> COC(=O)C(C(=O)NCC1CCCO1)C1CCCC1 (stereo unspecified)
  A: -1.6%; B: -5%; C: 32%[activator][38.3 µM]; D: 13%; E: -1%[46.1 µM]; F: -5%; G: -3%; H: 2%
> O=C(Cc1ccccc1)NN1C(=O)/C(=C/c2ccc(C(=O)O)cc2)SC1=S
  A: -0.5%; B: 1%; C: .; D: .; E: 3%; F: -3%; G: 0%; H: .
> O=C(NCc1cccs1)C1CCCCC1
  A: -1.3%; B: 1%; C: 24%[38.3 µM]; D: 26%; E: -4%[46.1 µM]; F: -9%; G: 7%; H: 0%
> C1CCC(N=C(NC23CC4CC(CC(C4)C2)C3)N2CCOCC2)CC1
  A: -0.1%&2.7%; B: -10%&8%; C: 15%&9%; D: -7%&-25%; E: -1%[46.1 µM]; F: -11%&-5%; G: 2%&3%; H: -2%&-2%
> O=C1CC2(CCCC2)CC(=O)N1CCNC[C@H]1COc2ccccc2O1
  A: 1.0%; B: 4%; C: 2%; D: .; E: .; F: -10%; G: 3%; H: 1%
> COCCNC(=O)CCc1nc(-c2ccccc2)no1
  A: -13%; B: -3%; C: 3%[38.3 µM]; D: -2%; E: -12%[46.1 µM]; F: i; G: -4%; H: -2%
> CC1CC(C)CN(C(=O)c2ccc(C#N)cc2)C1 (stereo unspecified)
  A: 5.1%; B: -1%; C: 0%; D: -12%; E: -1%; F: -8%; G: -6%; H: 7%
> CCCCC(CCC(=O)NNC(=O)Cc1ccccc1)C(=O)O (stereo unspecified)
  A: 0.0%; B: 12%; C: -1%; D: -2%[1.84 µM]; E: 19%; F: -1%; G: -4%; H: -1%
> NC1=NC(S)C2N=CN=C2N1 (stereo unspecified)
  A: .; B: -30%; C: 19%; D: -48%[inhibitor]; E: .; F: -8%; G: .; H: .
> COc1ccc(NC(=O)Cn2nnc(C(=O)NCc3cccc(OC)c3)c2N)cc1
  A: 0.0%; B: 9%; C: -1%[38.3 µM]; D: 0%; E: -4%[46.1 µM]; F: i; G: 3%; H: -1%
> COc1ccccc1C1CC(=O)Oc2cc(C)c(Cl)cc21 (stereo unspecified)
  A: -1.9%; B: -7%[88.7 µM]; C: 17%; D: .; E: .; F: -19%[81.1 µM]; G: .; H: 0%[39.9 µM]
> CCOc1ccc(NS(=O)(=O)N(C)C)cc1
  A: 0.0%; B: 12%; C: 13%[38.3 µM]; D: -8%; E: 7%[46.1 µM]; F: -3%; G: -6%; H: 4%
> O=C(NC1CCN(Cc2ccccc2)CC1)c1ccc(Oc2cc(Cl)cc(Cl)c2)o1
  A: -0.3%; B: 2%; C: .; D: .; E: ?; F: -11%; G: 0%; H: .
> CC1=C(C(=O)c2ccccc2)C(c2ccc(OC(F)F)cc2)NC(=S)N1 (stereo unspecified)
  A: -2.7%; B: 0%; C: 11%; D: -9%; E: -17%; F: i; G: -15%; H: -4%
> Cc1cc(C(=O)CN2C(=O)C3CC=CCC3C2=O)c(C)n1-c1ccccc1 (stereo unspecified)
  A: 3.7%; B: 7%; C: 7%[38.3 µM]; D: -58%[inhibitor]; E: -27%[46.1 µM]; F: -18%; G: -7%; H: -6%
> CC(Sc1nnc(COc2ccc3ccccc3c2)n1C)C(=O)O (stereo unspecified)
  A: -0.2%; B: -4%; C: -13%[38.3 µM]; D: -5%; E: -10%[46.1 µM]; F: -1%; G: 0%; H: -3%
> CC(C)=CCN1CCN(CC#Cc2ccccc2)CC1CCO (stereo unspecified)
  A: 0.0%; B: 3%; C: 9%; D: .; E: -15%; F: -16%; G: -1%; H: 2%
> O=C(O)CC(c1cccc(C(F)(F)F)c1)N1CCS(=O)(=O)CC1 (stereo unspecified)
  A: 0.8%; B: 4%; C: 5%; D: -8%; E: 17%; F: i; G: 6%; H: 0%
> CN(c1ccccc1)S(=O)(=O)c1cccc(NC(=O)CCN2C(=O)C3CCCCC3C2=O)c1 (stereo unspecified)
  A: -2.5%; B: 3%; C: -2%; D: -6%; E: -23%; F: -13%; G: 4%; H: -4%
> COc1ccccc1NS(=O)(=O)c1cc(NC(=O)C2CC2)ccc1N1CCOCC1
  A: -6.1%; B: -4%; C: 9%; D: 16%; E: -38%; F: -5%; G: ?; H: 2%
> COc1ccc(OC)c(C2CC(=O)Nc3cc(OC)c(OC)c(OC)c32)c1 (stereo unspecified)
  A: 0.1%; B: 6%; C: 12%[38.3 µM]; D: ?; E: 3%[46.1 µM]; F: -16%; G: -5%; H: -4%
> COC(=O)CNc1c(-c2ccccn2)nc2ccc(Br)cn12
  A: -0.8%; B: 20%; C: 24%[38.3 µM]; D: 5µM*; E: -10%[46.1 µM]; F: -3%; G: ?; H: -27%
> CCOc1cc2c(cc1/C=C1/NC(=O)N(CC(=O)OC)C1=O)OCO2
  A: 1.1%; B: -1%; C: -2%; D: 2%; E: -12%; F: -5%; G: ?; H: 3%
> O=C(Nc1ccncc1)C1c2ccccc2Oc2ccccc21
  A: -0.8%; B: 1%; C: 13%[38.3 µM]; D: .; E: ?; F: -4%; G: -3%; H: -13%

Record cards, as listed above. Order of screens: Epigenetic derep	GoLoco inh red	IMPase Li cell	SMN2 splice up	NPSR antag	RECQ1 inh	JMJD2E inh	Luc counter
Listed for `O=C(O)CC(c1cccc(C(F)(F)F)c1)N1CCS(=O)(=O)CC1` (stereo unspecified) : 0.8%	4%	5%	-8%	17%	i	6%	0%
Listed for `COC(=O)CNc1c(-c2ccccn2)nc2ccc(Br)cn12` : -0.8%	20%	24%[38.3 µM]	5µM*	-10%[46.1 µM]	-3%	?	-27%

Screens from PubChem BioAssay.
